Nrf2 block: Nrf2 qHTS screen for inhibitors. A549 ARE-Fluc reporter, luciferase luminescence, 18-24 h. 360,000 tested, 2.1% active. Potency, µM (titrated, usually from 46 µM), for the others: top-dose activity change, negative = inhibition, hits mostly inhibitors. AID 504444, 2011; also: potency is read from the fitted curve at half-maximal effect; % is scaled to controls: 0 for no effect and ±100 for the full control effect; nearly all actives have a fitted effect of over 60% in size
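A549 ARE_Fluc cells (5000/well, 5% FBS OPTI-MEM) pre-incubated 2 h, then treated with compounds 18-24 h at 37C/5% CO2 in concentration-response. CellTiter-Fluor viability read first; BugLite luciferase luminescence after 15 min at room temperature gives Nrf2 activity.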
S2 tox: Viability Counterscreen for Primary qHTS for Inhibitors of ATXN expression; S2 cells (HEK-293 line with an ATXN2-luciferase reporter) viability, CellTiter-Fluor protease fluorescence, 24 h; Potency, µM (titrated, usually from 56.7 µM), hits mostly cytotoxic; 400,000 tested, 0.49% active; also: potency is read from the fitted curve at half-maximal effect; nearly all actives have a fitted effect of over 40% in size
TGFb inhibitor: qHTS for Inhibitors of TGF-b | HepG2 CAGA-GFP TGF-b/SMAD3 reporter, GFP fluorescence, 18 h; TGF-beta stimulated, 500 pg/mL final | Potency, µM (highest dose often 46.1 µM), inactives show top-dose activity, negative = inhibition, actives largely listed as inhibitors | 410,000 tested, 1.2% active | AID 588855, 2011; also: potency is read from the fitted curve at half-maximal effect; % is scaled to controls: 0 for no effect and ±100 for the full control effect; nearly all actives have a fitted effect of over 65% in size
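HEPG2 CAGA-GFP cells (1000/well, DMEM with 1% FBS) were pre-incubated 2 h at 37 degrees C, given compound by pin tool, then stimulated with TGF-beta at 500 pg/mL final for 18 h before per-cell GFP fluorescence imaging.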
CCT chaperon mod: High-Throughput Screening for Modulators of Cytosolic Chaperonin Activity. purified chaperonin ATPase assay, HTRF ADP detection, 30 min. activity change, % (test concentration not listed), hits read low. 360,000 tested, 0.3% active; in the data active = activity change below about -30%; also: % is scaled to controls: 0 for no effect and ±100 for the full control effect
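Enzyme 40 or 20 nM (batch-dependent) in Tris pH 7.4/KCl/MgCl2/DTT; cpd 76 uM single point; ATP 10 uM; 30 min 37 °C; Transcreener ADP HTRF detection, 30 min RT; ratio 665/615.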
MmCpn inh: Inhibitors of TCP-1 ring complex (TRiC) of Methanococcus maripaludis (MmCpn): qHTS | Chaperonin Mm-Cpn (Methanococcus maripaludis) | purified Mm-Cpn ATPase, ADP Transcreener TR-FRET | Potency, µM (titrated, usually from 76.9 µM), without a hit: top-dose activity, negative = inhibition, usual class: inhibitors | 330,000 tested, 0.031% active; also: potency is read from the fitted curve at half-maximal effect; % is scaled to controls: 0 for no effect and ±100 for the full control effect; nearly all actives have a fitted effect of over 80% in size
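ATP (10 uM final) was added to archaeal chaperonin (25 nM final) after 10 min exposure to test compound at 37°C; after 30 min further incubation, ADP was detected by competitive TR-FRET.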
Akt phos inh: HTS Assay for Inhibitors of Akt Phophorylation: Primary Screen | Neuro2A IGF-stimulated pAkt S473 HTRF, 20 min; hits give low values | activity change, % for hits at 50 µM | 360,000 tested, 0.32% active; in the data active = activity change below about -80%; inconclusive = mostly about -51% to -80%; also: % is scaled to controls: 0 for no effect and ±100 for the full control effect
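Neuro2A cells (4,500/well, DMEM with 0.5% FBS) were treated with compound at a single 50 µM final concentration, stimulated with 6 nM IGF for 20 min at 37 °C, and lysed. Phospho-Akt Ser473 was read by HTRF as 665/615 ratio ×10^4.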
Nrf2 ARE act: qHTS of Nrf2 Activators | 410,000 tested, 0.31% active | Potency, µM (highest dose often 46.1 µM), inactives show at the highest dose activation, hits mostly activators | AID 624171, 2012 | AREc32 ARE-luciferase reporter (MCF7-derived line), luminescence, 24 h; also: potency is read from the fitted curve at half-maximal effect; % of control where 0% means no effect; nearly all actives have a fitted effect of over 65% in size
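ARE-driven firefly luciferase activity in AREc32 cells measured after a 24 hr compound exposure at 37 deg C, using Steady-Glo reagent and a 30 min room-temperature hold.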
HepG2 viability: qHTS for Inhibitors of TGF-b: Cytotox Counterscreen; 410,000 tested, 0.76% active; HepG2 CAGA-GFP viability, ATP luminescence, 18 h; AID 588856, 2011; Potency, µM (top dose mostly 46.1 µM), for inactives: at the top dose activity change, negative = cytotoxicity, actives largely listed as cytotoxic; also: potency is read from the fitted curve at half-maximal effect; some results filed as inactive show a strong effect at the top dose
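HepG2 CAGA-GFP cells (1000/well, DMEM with 1% FBS) received compound, then TGF-beta at 500 pg/mL final, and were incubated 18 hours at 37 degrees C. Viability was read by CellTiter-Glo luminescence. Media-only wells were set as complete cell-killing and DMSO as no toxicity.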
A549 tox: Nrf2 qHTS screen for inhibitors: counterscreen for cytotoxicity; A549 ARE-Fluc cells, CellTiter-Fluor viability, 18-24 h; Potency, µM (doses to about 46 µM), for the others: at the highest dose activity change, negative = cytotoxicity, most hits filed as inhibitors; 390,000 tested, 0.16% active; AID 504648, 2011; also: potency is read from the fitted curve at half-maximal effect; % is scaled to controls: 0 for no effect and ±100 for the full control effect
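A549 ARE_Fluc cells in 5% FBS OPTI-MEM were exposed to compounds in concentration-response for 18-24 h at 37 deg C. Viability was read by CellTiter-Fluor fluorescence (Ex 405/Em 525) after 30 min, before the luciferase read.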
Starred values were filed as active, the others as inactive; i = inactive; u = inconclusive; x = no result given; & = joins results of further samples. Unless noted, calls follow the shape of the dose curve; as a rule, active = well fitted curve in the direction sought with a large enough effect; inconclusive = small, poorly fitted or top-dose-only effect, or another doubt; inactive = no such curve, though single readings can be large; an effect the other way counts as inactive or inconclusive.

SMILES | Nrf2 block | S2 tox | TGFb inhibitor | CCT chaperon mod | MmCpn inh | Akt phos inh | Nrf2 ARE act | HepG2 viability | A549 tox
Cc1ccc(N=Nc2c(N)nn(-c3ccccc3)c2N)cc1 | u | i | -20% | 0.0 | 0% | i | 2.7% | 14% | -17%
CCCc1nnc(NC(=O)c2cc3ccccc3oc2=O)s1 | -28% | i | 4% | -2.1 | 1% | i | 1.1% | -1% | 1%
Cc1ccc(S(=O)(=O)NC(=O)N(C)C2CCCCC2)cc1 | 6% | i | -14% | -2.7 | 2% | i | -0.7% | -9% | 9%
Cc1ccc(CSc2nnc(NC(=O)C3COc4ccccc4O3)s2)cc1 (stereo unspecified) | -3% | i | -2% | -0.5 | 3% | i | -0.7% | -25% | 1%
Cc1ccc(-n2nc(C)c3c(C)c(CCC(=O)NCc4ccccc4Cl)c(C)nc32)cc1C | 17% | i | -26% | x | x | x | 0.0% | -10% | -2%
CCC(=O)Nc1nc(-c2ccccc2)nc(SC)c1C(C)=O | -2% | i | -17% | -0.9 | 2% | i | 13% | -15% | 28%
CCOc1ccc(NC(=O)Cn2c(=O)n(CCCCC(=O)NCCc3ccc(Cl)cc3)c(=O)c3ccccc32)cc1 | 2% | i | 8% | x | x | x | -0.7% | 0% | -3%
Cc1cnc(Sc2ncccc2[N+](=O)[O-])nc1 | 12% | i | -11% | -1.3 | x | i | 12% | 5% | -7%
Cn1c(CCNC(=O)c2ccco2)nc2cc(NC(=O)C3CCCCC3)ccc21 | -4% | i | 13% | -2.1 | 2% | i | -0.3% | 1% | -6%
CCCN(CCC)Cc1c(C(=O)N/N=C/C(C)=C\c2ccco2)nnn1-c1nonc1N | -3% | x | 7.9µM* | 1.3 | -2% | i | 3.0% | -15% | -5%
CC1CCc2c(nc3ncnn3c2N2CC(C)OC(C)C2)C1 (stereo unspecified) | 11% | i | 8% | 1.3 | 1% | i | -1.4% | -2% | -1%
CC1(C)CC(=O)C(C=Nc2ccccc2)=C(O)C1 | u | i | 12% | 1.6 | 2% | i | -0.7% | -10% | -13%
CCC(=O)Nc1ccc(NC(=O)c2ccco2)cc1 | u | i | 11% | -1.2 | 0% | i | 0.3% | 12% | -4%
C=CCn1c(=O)c2ccccc2n2c(SCC(=O)/C(C#N)=C(\C)N)nnc12 | -3%&-1% | u | 13%&-18% | -2.8&0.7 | 1% | u | -0.3%&-0.5% | 7%&16% | -1%&3%
COc1ccccc1Nc1nc(-c2ccc(F)cc2)c2c(n1)-c1ccccc1OC2 | 4% | i | -7% | x | x | x | 3.1% | -2% | -5%
COc1ccc(S(=O)(=O)N2CCCCC2)cc1NC(=O)CCNC(=O)c1ccc(Br)cc1 | u | i | 17% | -29 | 1% | i | 0.4% | -1% | -7%
O=C(NC(Cc1ccccc1)C(=O)O)/C(=C\c1ccc(F)cc1)NC(=O)c1ccccc1 (stereo unspecified) | 10% | i | -5% | -1.0 | 0% | i | 1.7% | -76% | 1%
COc1ccc(C(=O)N(CCc2ccccc2)Cc2ccccc2)cc1S(=O)(=O)N1CCOCC1 | -1% | u | 0% | 0.3 | -1% | i | 3.6% | -3% | -4%
COc1ccccc1C(=O)NCC(=O)OCC(=O)c1ccc(Cl)s1 | -16% | i | 22% | -1.8 | -8% | i | 2.9% | 23% | 2%
O=C(O/N=C1\CCS(=O)(=O)c2sccc21)C1CC1 | -7% | i | -2% | 1.5 | -1% | i | -0.6% | -3% | -12%
NC(=O)C1(Nc2ccc(C(=O)O)cc2)CCCC1 | 2% | i | -7% | 1.6 | x | i | 0.7% | -4% | 12%
Cc1ccccc1S(=O)(=O)NC(=O)C1(C)CCN1C(=O)CCc1cccs1 (stereo unspecified) | x | i | 17% | -0.6 | x | i | -0.1% | 2% | x
C=Cc1cccc(NC(=O)c2ccc(NC(=O)c3ccco3)cc2)c1 | 10µM* | i | -5% | 1.3 | -1% | i | 0.6% | 3% | 0%
CCN1CCN(CCc2nc3cc(NC(=O)COc4ccc(Cl)cc4)ccc3n2C)CC1 | -20% | u | 0% | 2.3 | 1% | i | 0.4% | -22% | -6%
CN(C)c1ccc(/C=N/N(CCC(=O)NC(C)(C)C)C2=NS(=O)(=O)c3ccccc32)cc1 | -16% | i | 8% | -2.0 | 0% | i | -0.4% | -11% | -12%
O=C(CCCl)Nc1cc(SCCO)cc([N+](=O)[O-])c1 | -8% | i | 20% | 0.7 | 0% | i | 3.1% | -4% | -1%
Cc1cc(NC(=O)c2ccc(NC(=O)c3cccs3)cc2)no1 | 6% | i | 4% | 3.1 | -15% | i | 2.2% | -6% | 4%
COc1ccc(C(=O)CCC(C)(C)[N+](=O)[O-])cc1OC | 0% | i | -15% | -2.7 | 2% | i | -0.5% | 22% | -1%
COc1ccc(S(=O)(=O)Oc2ccc(C(=S)N3CCOCC3)cc2OC)cc1 | u | i | -15% | -10 | -5% | i | 0.4% | 0% | -21%
Cc1ccc(Cl)cc1N1CCN(C(=O)c2ccc(NC(=O)c3nsc4ccccc34)cc2)CC1 | x | i | 14% | x | x | x | 2.9% | -39% | 9%

Another view of some results above.
C=CCn1c(=O)c2ccccc2n2c(SCC(=O)/C(C#N)=C(\C)N)nnc12
  Nrf2 block = -3%&-1%
  S2 tox = u
  TGFb inhibitor = 13%&-18%
  CCT chaperon mod = -2.8&0.7
  MmCpn inh = 1%
  Akt phos inh = u
  Nrf2 ARE act = -0.3%&-0.5%
  HepG2 viability = 7%&16%
  A549 tox = -1%&3%
COc1ccccc1Nc1nc(-c2ccc(F)cc2)c2c(n1)-c1ccccc1OC2
  Nrf2 block = 4%
  S2 tox = i
  TGFb inhibitor = -7%
  CCT chaperon mod = x
  MmCpn inh = x
  Akt phos inh = x
  Nrf2 ARE act = 3.1%
  HepG2 viability = -2%
  A549 tox = -5%
COc1ccc(S(=O)(=O)N2CCCCC2)cc1NC(=O)CCNC(=O)c1ccc(Br)cc1
  Nrf2 block = u
  S2 tox = i
  TGFb inhibitor = 17%
  CCT chaperon mod = -29
  MmCpn inh = 1%
  Akt phos inh = i
  Nrf2 ARE act = 0.4%
  HepG2 viability = -1%
  A549 tox = -7%
O=C(NC(Cc1ccccc1)C(=O)O)/C(=C\c1ccc(F)cc1)NC(=O)c1ccccc1 (stereo unspecified)
  Nrf2 block = 10%
  S2 tox = i
  TGFb inhibitor = -5%
  CCT chaperon mod = -1.0
  MmCpn inh = 0%
  Akt phos inh = i
  Nrf2 ARE act = 1.7%
  HepG2 viability = -76%
  A549 tox = 1%

(list continues)
SMILES | Nrf2 block | S2 tox | TGFb inhibitor | CCT chaperon mod | MmCpn inh | Akt phos inh | Nrf2 ARE act | HepG2 viability | A549 tox
CCC1=NN(C(=O)c2ccc(Cl)cc2)C(O)(c2ccccc2)C1 (stereo unspecified) | 26% | u | u | 0.7 | -1% | i | 8.2% | -88% | -9%
COc1cc(C(=O)N/N=C/C2CC=CCC2)cc(OC)c1OC (stereo unspecified) | 3% | i | u | -0.4 | 3% | i | 0.5% | 11% | -12%
Cc1cccc2sc(N(CCN3CCOCC3)C(=O)CCS(=O)(=O)c3ccccc3)nc12 | u | x | u | 1.9 | 0% | i | 25% | -13% | 3%
COc1ccc(NC(=S)NC(C)C(c2ccccc2)N2CCOCC2)cc1 (stereo unspecified) | -14% | i | 2% | -0.7 | -1% | i | 1.6% | 2% | 9%
COc1ccc(OC)c(-c2noc(N3CCN(c4cc(Cl)ccc4C)CC3)n2)c1 | u | i | 0% | x | x | x | 2.3% | -23% | 13%
CC(=O)OCC(OC(C)=O)C(OC(C)=O)C(OC(C)=O)C(=O)Nc1ccc(C)cc1 (stereo unspecified) | 14% | i | 0% | -1.9 | 0% | i | 0.0% | -33% | 2%
Cc1ccccc1NS(=O)(=O)c1ccc2[nH]cc(C(=O)NC3CCCCC3)c(=O)c2c1 | x | x | u | x | -1% | x | -0.5% | -48% | -8%
CCOCCCNC(=O)C1(O)c2cc(Br)ccc2NC(=O)N1c1ccc(OCC)cc1 (stereo unspecified) | 5% | i | -2% | -3.9 | -2% | i | -0.5% | -6% | 0%
Cc1ccc(S(=O)(=O)N2CCC(C(=O)Nc3ccc(S(=O)(=O)N4CCCC4)cc3)CC2)cc1C | u | i | -3% | 0.0 | -3% | i | 0.3% | -15% | -5%
O=C(COc1ccc2ccccc2c1Br)Nn1cnnc1 | -5% | i | 16% | -4.2 | -13% | i | -0.8% | -6% | 17%
Cc1csc2nc(-c3cccc(NC(=O)c4ccc(S(N)(=O)=O)cc4)c3)cn12 | x | i | 0% | x | x | x | 3.6% | -16% | 2%
CCN(C)C1CN(Cc2cn(Cc3ccc(C)cc3)nn2)S(=O)(=O)C1 (stereo unspecified) | x | i | x | -0.7 | x | i | -0.9% | x | x
Cc1ccc(C(=O)N2CCCC(C(=O)c3ccc(Cl)cc3C)C2)cn1 (stereo unspecified) | -15% | i | -2% | -6.2 | 1% | i | 2.7% | -27% | -3%

Screening results from PubChem.
